High-throughput results: PubChem BioAssay, National Center for Advancing Translational Sciences (NCATS)
WRN helicase inh: qHTS for Inhibitors of WRN Helicase | Potency, µM (titrated, usually from 114 µM), for the others: at the top dose activity change, negative = inhibition, most hits filed as inhibitors | hit rate 0.46% among 360,000 | Bifunctional 3'-5' exonuclease/ATP-dependent helicase WRN (Homo sapiens), Q14191 | WRN helicase unwinding, fluorescent forked duplex, kinetic; also: potency is read from the fitted curve at half-maximal effect; % is scaled to controls: 0 for no effect and ±100 for the full control effect; nearly all actives have a fitted effect of over 55% in size
Target sequence (Q14191 whole entry, looked up): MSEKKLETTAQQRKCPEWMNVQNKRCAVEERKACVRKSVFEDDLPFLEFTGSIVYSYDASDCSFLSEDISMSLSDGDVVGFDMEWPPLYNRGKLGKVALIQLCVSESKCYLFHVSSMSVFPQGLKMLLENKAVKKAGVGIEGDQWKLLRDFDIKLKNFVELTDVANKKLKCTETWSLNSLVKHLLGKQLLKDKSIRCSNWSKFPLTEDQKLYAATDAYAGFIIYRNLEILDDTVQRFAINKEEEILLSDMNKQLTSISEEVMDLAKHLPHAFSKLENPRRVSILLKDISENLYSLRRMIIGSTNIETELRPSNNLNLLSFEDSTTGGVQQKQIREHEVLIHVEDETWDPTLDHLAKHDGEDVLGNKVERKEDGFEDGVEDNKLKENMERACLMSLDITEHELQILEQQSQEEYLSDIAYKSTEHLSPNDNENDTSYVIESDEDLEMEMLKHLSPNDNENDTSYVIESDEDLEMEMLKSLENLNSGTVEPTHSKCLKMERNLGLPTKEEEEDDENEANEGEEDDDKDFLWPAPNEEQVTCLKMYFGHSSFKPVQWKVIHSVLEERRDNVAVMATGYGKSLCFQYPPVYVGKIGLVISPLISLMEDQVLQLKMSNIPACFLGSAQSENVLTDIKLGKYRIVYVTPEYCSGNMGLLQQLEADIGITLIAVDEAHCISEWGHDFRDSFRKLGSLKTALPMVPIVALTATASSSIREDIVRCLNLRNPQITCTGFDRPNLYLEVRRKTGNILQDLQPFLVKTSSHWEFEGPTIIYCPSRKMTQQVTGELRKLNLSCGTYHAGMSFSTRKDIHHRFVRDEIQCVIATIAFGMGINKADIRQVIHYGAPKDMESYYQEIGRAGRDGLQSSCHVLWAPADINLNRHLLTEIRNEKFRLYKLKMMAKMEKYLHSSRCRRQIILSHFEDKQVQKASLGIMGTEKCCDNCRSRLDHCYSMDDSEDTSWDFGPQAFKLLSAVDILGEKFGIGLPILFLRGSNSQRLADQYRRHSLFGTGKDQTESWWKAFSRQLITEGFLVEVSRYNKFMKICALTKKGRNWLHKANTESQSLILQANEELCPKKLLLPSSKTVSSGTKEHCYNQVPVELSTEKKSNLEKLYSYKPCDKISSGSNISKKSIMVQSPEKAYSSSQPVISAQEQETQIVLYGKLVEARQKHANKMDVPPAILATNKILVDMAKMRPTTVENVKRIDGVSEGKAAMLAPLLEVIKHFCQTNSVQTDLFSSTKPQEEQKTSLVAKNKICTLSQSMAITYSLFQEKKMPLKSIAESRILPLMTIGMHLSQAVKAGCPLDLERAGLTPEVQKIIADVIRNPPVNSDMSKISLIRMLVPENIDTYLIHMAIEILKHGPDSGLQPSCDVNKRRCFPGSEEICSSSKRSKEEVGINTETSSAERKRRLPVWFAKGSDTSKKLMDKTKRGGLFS
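WRN at 20 nM final preincubated with compound 15 min at room temperature; reaction started with 100 nM fluorophore/quencher forked duplex oligonucleotide and 2 mM ATP final. Unwinding followed kinetically by red fluorescence (ex 525, em 598 nm).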
KB-3-1 tox: qHTS assay for MDR1-selective chemotherapeutics: Primary screen using the parental adenocarcinoma cell KB-3-1; KB-3-1 viability, CellTiter-Glo ATP luminescence, 72 h; Potency, µM (top dose mostly 46.1 µM), inactives show top-dose activity change, negative = cytotoxic, usual class: cytotoxic; hit rate 1.4% among 400,000; also: potency is read from the fitted curve at half-maximal effect; % is scaled to controls: 0 for no effect and ±100 for the full control effect; nearly all actives have a fitted effect of over 60% in size
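KB-3-1 parental drug-naive adenocarcinoma cells in DMEM/10% FBS, incubated 72 h at 37 C with pin-transferred compounds across a concentration series. Viability by CellTiter-Glo luminescence; concentration-response curves fitted after normalization.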
HT1080 IDH1KD tx: qHTS for induction of synthetic lethality in tumor cells producing 2HG: qHTS for the HT-1080-IDH1KD cell line; HT-1080 IDH1 knockdown viability, ATP luminescence, 48 h; Potency, µM (titrated, usually from 46.1 µM), for the others: at the top dose activity, negative = toxicity, hits mostly cytotoxic; hit rate 2% among 360,000; AID 686971, 2013;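 also: potency is read from the fitted curve at half-maximal effect; 0% = DMSO wells and -100% = cell-free medium wells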
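Assay cells: HT-1080 with IDH1 knockdown, 750 per well, RPMI/5% FBS. Exposure: 48 h at 37 °C following 2 h pre-incubation. Read: CellTiter-Glo luminescence; fitted concentration-response, curve class assigned.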
HT1080-NT tox: qHTS for induction of synthetic lethality in tumor cells producing 2HG: qHTS for the HT-1080-NT fibrosarcoma cell line | HT-1080-NT fibrosarcoma viability, CellTiter-Glo ATP luminescence, 48 h | Potency, µM (doses to about 46.1 µM), for the others: top-dose activity, negative = less viability, usual class: cytotoxic | hit rate 1.6% among 360,000 | AID 686970, 2013;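 also: NT is the 2HG producing partner of a matched IDH1 knockdown line; potency is read from the fitted curve at half-maximal effect; 0% = DMSO-treated cells and -100% = media-only wells without cells; nearly all actives have a fitted effect of over 55% in size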
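Viability by CellTiter-Glo luminescence after 48 h compound exposure at 37C of HT-1080-NT cells (750/well, RPMI, 5% FBS). % activity scaled between DMSO wells and medium-only wells, then curve-fitted and categorized by curve class.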
KB-V1 MDR tox: qHTS assay for MDR1-selective chemotherapeutics: Primary screen using the drug-selected MDR subline cells KB-V1; KB-V1 MDR cells viability, CellTiter-Glo, 72 h; Potency, µM (top dose mostly 46.1 µM), for the others: at the highest dose activity change, negative = cytotoxicity, hits mostly cytotoxic; hit rate 3.4% among 400,000; also: potency is read from the fitted curve at half-maximal effect; % is scaled to controls: 0 for no effect and ±100 for the full control effect; nearly all actives have a fitted effect of over 60% in size
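Cytotoxicity toward P-gp-expressing KB-V1 cells was determined as loss of CellTiter-Glo luminescence after 72 h at 37 degrees C. Compounds were tested in quantitative HTS format across a concentration range, with curves fitted to normalized data.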
ATXN2 expr inh: Primary qHTS for Inhibitors of ATXN expression. HEK-293 ATXN2-luciferase reporter, luminescence, 24 h. Potency, µM (titrated, usually from 57 µM), inactives show top-dose activity change, negative = inhibition, actives largely listed as inhibitors. hit rate 0.72% among 360,000; also: potency is read from the fitted curve at half-maximal effect; % is scaled to controls: 0 for no effect and ±100 for the full control effect; nearly all actives have a fitted effect of over 55% in size
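ATXN2-luciferase reporter cells (luciferase flanked by upstream and downstream ATXN2 gene portions) were treated 24 h at 37 °C with compounds at up to 57 uM. SteadyGlo luminescence gave expression; GF-AFC fluorescence gave viability.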
SW480 rereplic: A quantitative high throughput screen for small molecules that induce DNA re-replication in SW480 colon adenocarcinoma cells | SW480 DNA re-replication, Hoechst DNA content imaging, 48 h | Potency, µM (titrated, usually from 46.1 µM), for inactives: at the top dose re-replication activation, hits mostly activators | hit rate 1.8% among 340,000 | AID 624297, 2012; also: potency is read from the fitted curve at half-maximal effect; % of control where 0% means no effect; nearly all actives have a fitted effect of over 55% in size
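Treated cells incubate 48 hr (37 C, 5% CO2), are stained 40 min with Hoechst, and nuclear fluorescence is enumerated; a rise in nuclei with high DNA signal marks re-replication.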
MCF10A rerep: A quantitative high throughput screen for small molecules that induce DNA re-replication in MCF 10a normal breast cells; MCF 10A DNA re-replication, Hoechst nuclear intensity, 48 h; Potency, µM (doses to about 46.1 µM), inactives show at the highest dose activity, positive = re-replication, most hits filed as activators; hit rate 2.9% among 350,000; also: potency is read from the fitted curve at half-maximal effect; % of control where 0% means no effect; nearly all actives have a fitted effect of over 50% in size
IL-1B inflam inh: qHTS for Inhibitors of Inflammasome Signaling: IL-1-beta AlphaLISA Primary Screen. THP-1 LPS/ATP IL-1B secretion, AlphaLISA, 16 h; stronger effect = lower value. activity change, % at 57.5 µM. hit rate 4.7% among 360,000. AID 743279, 2014; in the data active = activity change below about -50%; inconclusive = mostly about -30% to -49%; also: % is scaled to controls: 0 for no effect and ±100 for the full control effect
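Secreted IL-1B measured by AlphaLISA bead assay after 16 h compound exposure of THP-1 cells; compounds (final up to 57.5 uM) added 1 h before LPS (250 ng/mL) and ATP (1.25 mM) stimulation; lower signal means less secretion.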
An asterisk follows results filed as active; ? = inconclusive; nt = not tested or not shown; & = joins results of further samples; [ ] = remark or other dose. Unless noted, calls follow the shape of the dose curve; as a rule, active = well fitted curve in the direction sought with a large enough effect; inconclusive = small, poorly fitted or top-dose-only effect, or another doubt; inactive = no such curve, though single readings can be large; an effect the other way counts as inactive or inconclusive. Hits appear at their usual frequency, and some 12% of all compounds hit somewhere here.

Below each SMILES: HT1080 IDH1KD tx	ATXN2 expr inh	KB-3-1 tox	KB-V1 MDR tox	IL-1B inflam inh	MCF10A rerep	SW480 rereplic	HT1080-NT tox	WRN helicase inh
- COc1ccccc1CNC(=O)c1oc2ccc(S(=O)(=O)N3CCOCC3)cc2c1C
  -6%	-17%	-1%	?	-2	3%	-3%	-1%	1%
- COc1ccc(N(CC(=O)O)S(=O)(=O)c2ccc(C)cc2)cc1Cl
  19%	-24%	1%	8%	17	0%	-5%	22%	5%
- CCOC(=O)C1CCN(CC(O)COCc2ccc(Cl)cc2)CC1 (stereo unspecified)
  6%	nt	4%	8%	4	-7%	-6%	5%	1%
- Cc1ccc(OCC(=O)N(Cc2ccc(C)o2)C2CCS(=O)(=O)C2)cc1 (stereo unspecified)
  10%	-10%	16%	-11%	8	-3%	4%	9%	-4%
- NNc1nc(-c2ccccc2)cc(-c2ccccc2)n1
  ?	?	?	-13%	?	6%	-36%	-20%	-1%
- O=C(C1CCCO1)N1CCN(S(=O)(=O)c2cccc3nsnc23)CC1 (stereo unspecified)
  1%	4%	-2%	9%	6	-11%	-16%	7%	5%
- CC(=O)N1CCN(C(=O)c2ccco2)CC1
  11%	19%	-1%	5%	0	-13%	-20%	6%	6%
- COCCCN(C(=S)Nc1c(C)cc(C)cc1C)C(C)c1ccncc1 (stereo unspecified)
  13%	0%	17%	?	0	-1%	nt	18%	-16%
- CCCNC(=O)COCc1cc(-c2ccc3c(c2)OCO3)on1
  -13%	28%	0%	0%	-10	2%	2%	-1%	-9%
- O=C(c1cccs1)C1C(c2ccc(Br)cc2)NC(=S)NC1(O)C(F)(F)F (stereo unspecified)
  11%	36%[activator]	-1%	21µM*	-6	-34%[inhibitor]	-1%	3%	16%
- C=CCOc1ccc(Cl)cc1-c1noc(-c2csc([C@H]3C[C@H](O)[C@@H](CO)O3)n2)n1
  0%	-1%	0%	5%	0	nt	nt	?	-1%
- O=C(NCCc1cccc(Cl)c1)c1cccnc1
  0%	30%	-4%	-1%	12	2%	3%	-1%	3%
- O=C(CN1CCOCC1)Nc1ccc(S(=O)(=O)N2CCCCCC2)cc1
  -1%	2%	2%	-5%	0	-2%	1%	-2%[9.24 µM]	4%
- Cc1nc2ccccc2nc1Nc1cccc(Cl)c1
  -24%	-17%	-29%	0%	-3	?	-6%	-16%	-7%
- CCCn1c(=S)[nH]c2cc(C(=O)NCc3ccccc3OC)ccc2c1=O
  11%	nt	-13%	-5%	21	nt	nt	20%	5%
- Cc1cc2nc(C3CCCN(C(=S)Nc4ccccc4C)C3)[nH]c2cc1C (stereo unspecified)
  ?	-9%	?	?	-20	6%	5%	?	-3%
- N/C(=N\OC(=O)c1cccc([N+](=O)[O-])c1)c1ccccn1
  3%	-34%	-4%	13%	13	29%	-4%	19%	1%
- Cc1c(C(=O)NCc2ccc3c(c2)OCO3)oc2ccc(S(=O)(=O)N3CCCCCC3)cc12
  -1%	?	-19%	-6%	-16	7%	1%	-14%	-4%
- COc1cc(C(C)=O)ccc1OCC(O)CN1CCN(c2c(C)cccc2C)CC1 (stereo unspecified)
  -5%	?	4%	-1%	-1	?	-4%	-29%	9%
- O=C1CCCC2=C1C(O)(C(F)(F)F)C(=O)N2Cc1ccccc1 (stereo unspecified)
  6%	3%	-2%	-12%	-5	21%	-1%	14%	-7%

A few values from the results shown:
Under HT1080-NT tox, NNc1nc(-c2ccccc2)cc(-c2ccccc2)n1 has the entry -20%
Under KB-V1 MDR tox, O=C(NCCc1cccc(Cl)c1)c1cccnc1 has the entry -1%

Next section
Below each SMILES: HT1080 IDH1KD tx	ATXN2 expr inh	KB-3-1 tox	KB-V1 MDR tox	IL-1B inflam inh	MCF10A rerep	SW480 rereplic	HT1080-NT tox	WRN helicase inh
- COc1cccc(C2CC(c3ccc(C)cc3)=NN2C(=O)c2ccccc2F)c1OC (stereo unspecified)
  -11%	nt	?	?	-18	11%	?	-26%	-1%
- FCCCOc1ccc(-c2nccc(-c3ccc(Br)cc3)n2)cc1
  19%	-15%	6%	30%	-16	6%	-2%	16%	-6%
- CCN(CC)C(=O)CSc1nc2[nH]ncc2c(=O)[nH]1
  -2%	4%	4%	-1%	13	1%	-1%	4%	-8%
- COc1ccc(N2C(N)=NC(N)=NC23CCCC3)cc1
  2%	-8%	8%	21%	3	16%	-2%	5%	-22%
- CC(C)[C@H](NC(=O)OC(C)(C)C)c1cc(C(=O)NCCc2c[nH]c3ccccc23)c(N)s1
  -21%	nt	-8%	-22%	-2	nt	nt	-29%	-4%
- CCOC(=O)[C@]12CCCC=C1N(Cc1cccc3ccccc13)C(=O)[C@H](CC(=O)N1CCSCC1)C2
  -29%	-7%	-28%	18µM*	-5	nt	nt	?	-7%
- CCOc1ccc(-c2cc(CCCC(=O)NCc3ccc(C)cc3)no2)cc1
  0%	-31%	7%	-4%	3	-1%	-1%	-5%	-6%
- Cc1ccc(C(=O)Nc2cccc(-c3ccc(N4CCOCC4)nn3)c2)cc1C
  -5%	5%	0%	?	17	-6%	-49%[inhibitor]	-28%	-21%
- COc1ccc2[nH]c(=O)c(CN(CCCN(C)C)C(=O)Nc3ccccc3)cc2c1
  -6%	-4%	-5%	19%	-17	?	2%	-8%	6%
- O=C(CSc1ncn[nH]1)Nc1cc(S(=O)(=O)N2CCCC2)ccc1Cl
  6%	-15%	18%	-6%	33	-7%	-2%	3%	-4%
- CS(=O)(=O)c1nc(S(=O)(=O)c2ccc(Cl)cc2)c(NCCCn2ccnc2)s1
  -4%	0%	?	?	-56*	1%	15%	-2%	-5%
- Cc1ccc(-c2nc(C#N)c(N3CCCCC3)o2)cc1
  8%	8%	-17%	-4%	-17	11%	-2%	19%	-9%
- CN1C(=O)N(c2cccc3ccccc23)C(n2cncn2)C1(C)C (stereo unspecified)
  5%	-9%	-5%	14%	6	1%	1%	6%	-3%
- CC1CCc2sc3nc(N4CCN(CCO)CC4)n4ncnc4c3c2C1 (stereo unspecified)
  ?	30%	11%	3%	?	5%	-2%	?	-14%
- CC(C)NC(=O)NC(=O)COC(=O)c1ccc(NC(=O)CC#N)cc1
  1%	3%	13%	3%	0	0%	-4%	-3%	-5%
- O=C(C1CCN(S(=O)(=O)N2CCC3(CC2)OCCO3)CC1)N1CCc2ccccc2C1
  -3%	-1%	-21%	9.2µM*	29	-4%	-7%	3%	2%
- COc1ccc(/C=N/NS(=O)(=O)c2ccccc2)cc1OC(=O)c1ccc(C)cc1
  16%	27%	-6%	?	11	3%	-7%	0%	-30%
- COc1cccc(C(=O)C[n+]2cccc3cc(OC)ccc32)c1
  -12%	7%	-14%	0%	5	-5%	10%	-11%	1%
- COc1ccc(N=CC=C2OC(C)(C)C(C)(C)O2)cc1OC
  11%	nt	1%	1%	5	9%	-25%	15%	2%
- OC[C@@H]1CN(Cc2ccc(-c3ccccc3)cc2)C[C@H](n2cnc3c(N4CCCC4)ncnc32)O1
  ?	-22%	-18%	-2%	-16	nt	nt	?	0%
- Cc1cc(NC(=O)c2csc([C@@H]3O[C@H](CO)[C@H](O)[C@H](O)[C@H]3O)n2)n(C)n1
  0%	7%	0%	6%	25	nt	nt	29%	0%
- CCN(CC)S(=O)(=O)c1ccc(NC(=O)Nc2cccc(C(F)(F)F)c2)cc1
  ?	20µM*	9.2µM*	13µM*	-89*	?	28%	?	-4%
- O=C(COC(=O)C12CC3CC(CC(O)(C3)C1)C2)Nc1ccccc1OC(F)F
  -10%	3%	2%	-27%	4	4%	-2%	-2%	1%
- Cc1cccc(Cn2c(-c3ccc[nH]c3=O)nc3ccccc32)c1
  -7%	nt	2%	-7%	-11	6%	-21%	-5%	4%
- COc1cc(C(CC(=O)O)n2cnnn2)ccc1OC(C)C (stereo unspecified)
  6%	5%	11%	21%	13	8%	-9%	-2%	-1%
- O=C(NC(=S)N1CCOCC1)c1cn(-c2ccccc2)nc1-c1ccc(F)cc1
  -8%	-27%	6%	21µM*	-25	9%	10%	-12%	2%
- COc1ccccc1C(=O)N/C(=C\c1ccc2c(c1)OCO2)C(=O)NCCc1nc2ccccc2[nH]1
  -1%	-6%	0%	-6%	5	15%	3%	0%	-20%
- CCOc1cccc(/C=N/NC(=S)Nc2cc(S(=O)(=O)N3CCOCC3)ccc2N2CCOCC2)c1O
  ?	?	?	?	-15	?	?	-17%	-18%
- O=C(O)CCC(C(=O)O)N1C(=O)C2C3CCC(C3)C2C1=O (stereo unspecified)
  -4%	nt	-2%	-2%	?	nt	nt	1%	7%
- COc1ccc(C2C(C(=O)N3CC(C)CC(C)C3)c3ccccc3C(=O)N2C)cc1 (stereo unspecified)
  7%	1%	-4%	?	-2	5%	6%	9%	5%
- O=C(COc1ccccc1C(=O)c1cnn(-c2ccccc2)c1)Nc1ccccc1
  ?	-1%[11.3 µM]	16%	?	22	17%	?	?	?
- NC(=O)NC1NC(=O)NC1=O (stereo unspecified)
  8%	-7%&13%	0%	4%	-3	9%	-16%	2%	5%
